Source: PubChem (several laboratories)
VIM-2 inhibitor: VIM-2 metallo-beta-lactamase inhibitors, primary screen, biochemical, epi-absorbance readout, Pseudomonas aeruginosa enzyme; purified VIM-2, nitrocefin hydrolysis, epi-absorbance fluorescence; inhibition, % at 5.6 µM; 0.89% of 290,000 active; AID 1527, 2009;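 active means inhibition above the mean of all tested compounds plus 3 SD, cutoff set per screening run, cut at about 7.5% in these data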;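 further: red hydrolysis product quenches plate fluorescence so inhibitors raise well fluorescence; 0% = enzyme with DMSO and 100% = DMSO without enzyme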
MEKK3 PB1 HTS: modulators of MEKK3-MEK5 PB1 binding, primary screen, biochemical, wildtype MEKK3, multiplex bead flow cytometry, Alexa488-MEK5; Mitogen-activated protein kinase kinase kinase 3 (Homo sapiens), Q99759; bead-based flow cytometry, Alexa488-MEK5 binding to MEKK3; actives lie on both sides; 0 = blocked by unlabeled MEK5, 100 = vehicle; binding response (% of control), % at 10 µM; 1.4% of 290,000 active; AID 1529, 2009;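 active means binding response more than 3 SD above or below the average of its plate-row segment, actives on both sides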;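 further: Alexa488 bead fluorescence after subtracting the streptavidin-only scavenger bead signal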
IDE cell activ: human IDE activators in live cells, primary screen, fluorescence polarization, HEK cells, FAbeta-B substrate; FAbeta-B cleavage; 0% vehicle, 100% cell-free pure enzyme wells; activation, % at 5.96 µM; 0.073% of 340,000 active; AID 493087, 2011;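 active means activation above the mean of all tested compounds plus 3 SD, set per screening campaign, cut at about 17% in these data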
IMP-1 inh: IMP-1 metallo-beta-lactamase inhibitors, primary screen, biochemical, epi-absorbance readout, Pseudomonas aeruginosa enzyme; metallo-beta-lactamase IMP-1 (Pseudomonas aeruginosa); purified IMP-1, nitrocefin hydrolysis, epi-absorbance fluorescence; inhibition, % at 5.6 µM; 0.45% of 290,000 active; AID 1556, 2009;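 active means inhibition above the mean plus 3 SD of all compounds in the same screening run, cut at about 4.5% in these data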;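 further: 0% = IMP-1 with DMSO and 100% = DMSO wells lacking enzyme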
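Assay system: purified IMP-1; Quantity: IMP-1 0.2 nM before substrate addition; Medium: HEPES buffer pH 7.1 with ZnSO4 and Brij 35; Incubation: 15 min enzyme–compound preincubation, then 25 min nitrocefin reaction, 25 °C; Signal: fluorescence quenching readout, ex 480/em 530 nm; Controls: DMSO with and without IMP-1; Repeats: singlicate testing.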
PHOSPHO1 block: PubChem AID 1565; inhibition, % at 13.3 µM; 1.1% of 290,000 active; recombinant PHOSPHO1, absorbance phosphatase assay; Phosphoethanolamine/phosphocholine phosphatase (Homo sapiens), Q8TCT1; in the data active means inhibition above about 60%
p-CIP stab down: p/CIP-EGFP fusion destabilizers, primary screen, fluorescence, F442A cells. 16 h. 0.01% of 290,000 active. AID 1984, 2009. decrease of EGFP signal, % at 10 µM;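 active means EGFP signal decrease of at least 30% at 10 µM or well 3 SD below plate mean, unless failing retest; inactive means the rest, including hits failing retest or dose response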; further: some compounds called inactive have numbers as strong as hits; many of its hits are not listed in these tables
Target sequence (Q05BA5 1-1403): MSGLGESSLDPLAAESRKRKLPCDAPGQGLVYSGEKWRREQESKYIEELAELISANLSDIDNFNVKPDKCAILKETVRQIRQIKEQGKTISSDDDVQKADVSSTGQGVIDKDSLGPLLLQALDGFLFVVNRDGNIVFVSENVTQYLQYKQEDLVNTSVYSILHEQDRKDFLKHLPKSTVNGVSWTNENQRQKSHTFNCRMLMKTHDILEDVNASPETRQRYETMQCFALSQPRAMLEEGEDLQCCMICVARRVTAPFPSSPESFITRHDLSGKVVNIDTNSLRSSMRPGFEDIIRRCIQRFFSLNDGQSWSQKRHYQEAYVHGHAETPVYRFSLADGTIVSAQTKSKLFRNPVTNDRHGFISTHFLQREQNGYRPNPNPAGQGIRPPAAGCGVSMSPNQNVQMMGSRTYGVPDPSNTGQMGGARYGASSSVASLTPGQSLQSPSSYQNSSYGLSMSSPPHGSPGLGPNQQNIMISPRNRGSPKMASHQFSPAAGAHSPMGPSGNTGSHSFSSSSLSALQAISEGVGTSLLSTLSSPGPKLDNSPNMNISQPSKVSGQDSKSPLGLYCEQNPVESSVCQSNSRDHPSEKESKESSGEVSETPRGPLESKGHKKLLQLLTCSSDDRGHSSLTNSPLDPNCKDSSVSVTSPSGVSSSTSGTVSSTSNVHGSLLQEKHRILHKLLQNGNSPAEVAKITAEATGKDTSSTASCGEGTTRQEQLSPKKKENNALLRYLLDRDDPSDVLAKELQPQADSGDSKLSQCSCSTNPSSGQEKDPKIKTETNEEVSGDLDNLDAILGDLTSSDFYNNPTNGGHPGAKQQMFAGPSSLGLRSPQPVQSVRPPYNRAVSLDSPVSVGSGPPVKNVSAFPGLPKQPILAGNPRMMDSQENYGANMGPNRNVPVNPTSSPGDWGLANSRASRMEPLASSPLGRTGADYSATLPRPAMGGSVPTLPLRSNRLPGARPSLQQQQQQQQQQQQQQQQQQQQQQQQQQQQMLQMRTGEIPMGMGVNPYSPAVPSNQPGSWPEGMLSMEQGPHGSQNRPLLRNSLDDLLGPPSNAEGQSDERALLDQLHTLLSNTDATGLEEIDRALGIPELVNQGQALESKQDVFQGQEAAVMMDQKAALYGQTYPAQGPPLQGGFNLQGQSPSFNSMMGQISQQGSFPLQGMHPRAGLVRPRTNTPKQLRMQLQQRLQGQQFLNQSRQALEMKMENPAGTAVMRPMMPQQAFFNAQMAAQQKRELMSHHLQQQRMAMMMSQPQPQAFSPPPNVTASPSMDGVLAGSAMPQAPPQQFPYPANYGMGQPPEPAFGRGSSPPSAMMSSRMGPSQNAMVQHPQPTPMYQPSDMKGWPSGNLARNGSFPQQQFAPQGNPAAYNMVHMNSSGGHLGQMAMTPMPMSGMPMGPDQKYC
HCV NS3 hel inh: inhibitors of HCV NS3 helicase, primary screen, biochemical, Cy5 molecular beacon fluorescence; 0.56% of 290,000 active; AID 1800, 2009; inhibition, % at 10.9 µM; NS3 helicase DNA unwinding;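 active means inhibition above the mean of all tested compounds plus 3 SD, set per campaign, cut at about 35% in these data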;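 further: 0% = DMSO wells and 100% = thioflavine S control wells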
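System: Hepatitis C virus NS3 helicase domain fragment enzyme | Reagent: Annealed dual-labelled DNA beacon duplex, ATP-started | Compound dosing: 10.9 µM single point, 0.8% DMSO | Incubation: 1 h reaction at 25 °C, ATP-initiated | Technique: Cy5 fluorescence | Evaluation: Percent inhibition from t60/t0 fluorescence ratio | Benchmarks: Low DMSO, high thioflavine S at 110 µM | Replication: Singlicate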
UBC9 SUMO inh: inhibitors of in vitro SUMOylation cascade, primary screen, biochemical, HTRF, uHTS. SUMO-conjugating enzyme UBC9 (Homo sapiens), P63279. HTRF SUMOylation assay, SAE1/SAE2 + UBC9. inhibition, % at 35 µM. 0.36% of 290,000 active. AID 2006, 2009; in the data active means inhibition above about 50%, passing the limit was not always enough; further: strong numbers were not always called active
FID counter: compounds displacing fluorescent DNA intercalator, primary screen, artefact control for HCV NS3 helicase inhibitor project, biochemical, FID fluorescence; DNA fluorescent intercalator displacement; inhibition, % at 7.9 µM; 0.17% of 290,000 active; in the data active means inhibition above about 37%;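 further: 0% = vehicle and 100% = reference compound; higher means more ethidium bromide displaced from hairpin DNA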
* hit, by the source's call; . = no result given; [ ] = dose if it differs, or a comment. The list is partial; rates above refer to the full screens.

The line under a structure holds: MEKK3 PB1 HTS, HCV NS3 hel inh, PHOSPHO1 block, p-CIP stab down, IMP-1 inh, IDE cell activ, VIM-2 inhibitor, UBC9 SUMO inh, FID counter
[1] COc1ccc(C2C(C(=O)N3CCCC3)c3cc(OC)c(OC)cc3C(=O)N2C)cc1 (stereo not given)
→ 107, 8, 1, -2, -3.0, 5, -1.5, 23, -20
[2] Fc1ccc(-c2cn(-c3ccccc3)c3[n+]2CCS3)cc1
→ 100, -5, 24, -22, -3.0, 8, -4.1, 11, -5
[3] CCc1c(C)c(C#N)c2nc3ccccc3n2c1-n1nc(C)cc1C
→ 98, 4, -2, -5, -0.8, 3, -1.9, 21, -7
[4] CCCn1cnc2sc(C(N)=O)c(C)c2c1=O
→ 103, 7, 12, 4, -6.2, 3, -3.4, -4, -1
[5] Cc1nc2ccccn2c1C(=O)N/N=C/c1ccc([N+](=O)[O-])o1
→ 102, 11, 36, 18, -4.3, 4, -3.4, 10, -6
[6] Cc1ccccc1CC1(CO)CCCN(Cc2c(C)nn(C)c2Cl)C1 (stereo not given)
→ 98, -5, 31, -15, -1.5, 3, -0.1, 25, 3
[7] Cc1cc(C)n(-c2cc(N3CCN(S(=O)(=O)c4ccc(Br)cc4)CC3)ccc2[N+](=O)[O-])n1
→ 110, -6, 7, -10, -4.9, 4, -2.6, -5, -11
[8] CC(C)NS(=O)(=O)c1ccc(OCC(=O)NCc2ccccc2)cc1
→ 100, 1, -8, -15, 0.6, -1, 0.1, 14, -17
[9] COC(=O)c1ccc(/C=C/C(=O)c2ccc(OC)c(OC)c2)cc1
→ 103, -9, 18, 0, 1.4, 10, -1.4, 13, -16
[10] Cc1cccc2nc(CSc3nc4[nH]ncc4c(=O)n3-c3cccc(Cl)c3)cc(=O)n12
→ 98, -1, -3, 0, -4.8, -25, -1.9, 7, -3
[11] CN1C[C@@H]2C(c3ccc(C(F)(F)F)cc3)C3(c4ccc(C#N)cc4)CC2(C3)[C@H]1c1ccccc1 (stereo not given in full)
→ 91, ., 40, 0, ., -1, ., -16, .
[12] CC(=O)Nc1ccc(S(=O)(=O)NCCSc2ccccn2)cc1
→ 105, 0, 26, 6, 0.3, 3, -3.0, 3, 6
[13] O=C(c1cc(COc2ccc(F)cc2F)on1)N1CC2C[C@@H]3CC1C[C@H](C2)C3
→ 103, -10, 45, 5, -3.0, 4, -3.2, 4, -38
[14] CN(C)S(=O)(=O)Oc1ccsc1C(=O)Nc1ccc(Cl)c(Cl)c1
→ 102, -5, 29, 13, -0.8, -4, -0.4, -28, 10
[15] Cc1cccc(-c2cccc(NC(=O)C3CCCN(Cc4cccnc4)C3)c2)c1 (stereo not given)
→ 99, -32, 61*, 4, -1.2, 4, -2.1, -20, 22
[16] N#Cc1cccc(NC(=O)CSc2nnc(-c3n[nH]c4ccccc34)o2)c1
→ 106, -4, 38, 2, -2.5, 7, -2.5, 6, -3
[17] Cc1ccc(NC(=O)C2CCN(C(=O)N3CCOc4ccccc43)CC2)cc1
→ 99, -9, 31, -1, -3.0, 0, 0.1, 1, -38
[18] CCOC(=O)C1CCN(S(=O)(=O)c2c(C(=O)N3CCCCC3)c(C)n(C)c2C)CC1
→ 102, -1, 32, -4, -1.1, 4, 0.5, 21, -41
[19] COc1ccc(CCNC(=O)c2nonc2N)cc1OC
→ 97, -1, 7, -12, -2.5, 2, -1.0, -4, -5
[20] CCn1cnc2scc(-c3ccc(C)c(C)c3)c2c1=O
→ 100, 2, 4, -2, -2.9, -3, -5.3, 7, -8
[21] COc1ccc(C(=O)C2CCN(CC(=O)Nc3ccccc3F)CC2)cc1
→ 97, -4, 37, 3, -1.2, 1, -2.4, -5, -6
[22] O=C(Oc1ccc2c(c1)OCO2)c1ccc(F)cc1Cl
→ 107, 8, 17, -11, -5.4, 0, -3.6, 5, -7
[23] COCC(C)n1c(C)cc(C(=O)COC(=O)CNC(=O)c2ccccc2)c1C (stereo not given)
→ 131*, -1, -9, 0, -0.8, -3, -0.9, 10, -14
[24] CCCCOc1ccccc1NC(=O)c1ccco1
→ 108, 19, 10, -16, -1.0, 6, 1.5, -9, 3
[25] CCc1nnc(NC(=O)C2CCC(CNc3c(N4CCC(C)CC4)c(=O)c3=O)CC2)s1 (stereo not given)
→ 105, -2, 23, -2, -2.1, 4, -1.4, 6, -15
[26] CCOc1ccccc1N(CC(=O)Nc1ccc(OC)cc1)S(=O)(=O)c1ccccc1
→ 106, -2, ., -8, -3.4, -1, -2.6, 10, -31
[27] COc1ccc(C(C)=O)cc1CSc1nnc(Nc2c(C)cccc2C)s1
→ 103, -10, -5, -1, -0.4, -3, 0.0, -14, -36
[28] CC(C)C(C)(C#N)NC(=O)CSc1nc2scc(-c3ccco3)c2c(=O)n1-c1ccccc1 (stereo not given)
→ 97, 36*, 35, -8, -3.4, 2, -0.9, 40, -20
[29] CCN(CC)S(=O)(=O)c1cccc(C(=O)N/N=C/c2ccc([N+](=O)[O-])o2)c1
→ 102, 22, 2, -28, -2.1, 6, -2.6, 12, -8
[30] O=C1c2oc3ccccc3c(=O)c2C(c2cccc(F)c2)N1CCCO (stereo not given)
→ 101, 6, 4, -12, -2.3, 2, -3.5, 0, -11
[31] CSc1ccccc1OCc1cc(C(=O)N2CCC(c3ccncc3)CC2)no1
→ 106, -9, 33, -28, -1.5, 3, 0.4, 5, -26
[32] CCc1cccc2c(C(=O)CSc3nnc(-c4ccoc4C)n3C)c[nH]c12
→ 100, -10, 27, -8, -1.3, -11, 1.3, 10, -15
[33] COc1ccc(NC(=O)c2cncn2-c2ccccc2)cc1
→ 101, 6, 30, -1, -3.0, -2, -0.3, 0, -10
[34] CCCNC(=O)NCCc1ccncc1
→ 99, 2, 10, -5, -3.2, 0, -0.8, 12, -9
[35] CCN(CC)C(=O)N1CCn2c(nc3ccccc32)C1
→ 106, -3, 1, -8, -4.6, 7, -3.1, -17, -4
[36] Cc1cc(-c2nnc(-c3cccc(Cl)c3)o2)no1
→ 98, -5, 44, -10, -3.9, 4, -1.7, 5, 1
[37] C=CCNC(=O)CSc1nnc(-c2ccccn2)n1Cc1ccccc1
→ 102, -14, -4, -12, -1.3, 3, -2.5, 25, -10
[38] COCCNC(=O)C(c1ccc(C)cc1)N(C(=O)CCC(=O)Nc1ccccn1)C1CCCC1 (stereo not given)
→ ., 9, -4, -14, -4.1, ., -3.2, 6, -34
[39] COc1ccccc1OC(C)C(=O)N1CCN(Cc2ccc3c(c2)OCO3)CC1 (stereo not given)
→ 101, 2, 3, 8, -2.4, 4, -1.9, 5, -26
[40] CN(C)c1ccnc2sc3c(SCc4ccc(Cl)cc4)ncnc3c12
→ 98, 7, -6, 9, -2.4, -2, -2.4, -12, -8
[41] CCC(Sc1ncccc1C(=O)OC(C)C)C(=O)N1CCOCC1 (stereo not given)
→ 96, 21, 32, -14, -0.7, 3, -2.9, -4, -11
[42] COc1cccc(C2CC(c3cccs3)=NN2S(C)(=O)=O)c1 (stereo not given)
→ 100, 14, 32, -17, -2.1, -4, -1.9, 7, -6
[43] O=C(NC(=S)NCCO)c1sc2ccccc2c1Cl
→ 97, 1, 34, 6, -2.7, -4, -2.0, 1, -7
[44] Cc1cccc(NC(=O)CCN2C(=O)C3C4C=CC(C4)C3C2=O)c1 (stereo not given)
→ 106, -8, 23, -19, -4.9, 0, -4.2, 7, -3
[45] CC(C)[C@H](NC(=O)OCc1ccccc1)C(=O)OCC(=O)NCCc1ccccc1
→ 99, 0, 9, -9, -1.8, 1, -0.7, 21, -62
[46] CC(C)c1ccc(CN2C(=O)NC3(CCCCCC3)C2=O)cc1
→ 98, -9, 10, 5, -3.4, -1, -2.3, -2, -24
[47] CNC(=S)NC1CC2CCCC(C1)N2Cc1ccccc1OC (stereo not given)
→ 105, 6, 35, -3, -3.2, 3, -1.7, 4, -2
[48] O=C(CSc1nccn1-c1ccccc1)NO
→ 33*[inhibitor], 0, 38, 1, -1.9, 1, -0.3, -4, -2
[49] COc1ccc(COC(=O)C2=C(C)NC(=O)NC2c2ccccc2F)cc1 (stereo not given)
→ 102, -16, 41, -12, -0.4, -9, 0.6, 4, -34
[50] CCOC(=O)C1CCN(c2cc(=O)n(Cc3ccc(F)cc3)c(=O)[nH]2)CC1
→ 102, 2, 13, -3, -2.8, -2, -1.7, -1, 1
[51] O=C(Nc1nnc(-c2cccs2)o1)C1CC1
→ 100, 4, 0, -6, -2.4, 4, -1.9, 25, -4
[52] Cc1onc(-c2ccc(Cl)cc2Cl)c1-c1csc(N/N=C/c2ccccc2Cl)n1
→ 103, 4, 44, -7, -2.2, 5, -3.9, 12, -3
[53] O=C(Nc1nnc(SCc2ccc(F)cc2)s1)C1CC(=O)N(c2ccc3c(c2)OCCO3)C1 (stereo not given)
→ 118, -2, 9, 4, -4.9, 2, -4.0, -7, -7
[54] Cc1ccc(N2C(=O)CC(Sc3ncn[nH]3)C2=O)cc1C (stereo not given)
→ 109, 17, 105*, -9, 1.6, -5, -2.9, 8, -13
[55] Cc1ccc(CNC(=O)CSc2nc(C)cs2)cc1
→ 102, -7, -10, -1, -1.5, -1, -1.4, 6, -5
[56] CC(C)N1CCN(c2ccc(S(=O)(=O)N3CCOCC3)cn2)CC1
→ 98, 0, 17, -7, -1.0, 5, 0.1, 7, -3
